Bioassay records as filed in PubChem BioAssay.
UGM FP inh – Mtb UDP-galactopyranose mutase inhibition | P9WIQ1 | purified UGM, fluorescence polarization probe displacement | inhibition, % at 10 µM | actives 0.06% (n = 320,000) | AID 504406; in the data active = inhibition above about 10%, passing the limit was not always enough; inconclusive = no clear call, values can overlap the other calls
Target sequence (P9WIQ1 whole entry, looked up): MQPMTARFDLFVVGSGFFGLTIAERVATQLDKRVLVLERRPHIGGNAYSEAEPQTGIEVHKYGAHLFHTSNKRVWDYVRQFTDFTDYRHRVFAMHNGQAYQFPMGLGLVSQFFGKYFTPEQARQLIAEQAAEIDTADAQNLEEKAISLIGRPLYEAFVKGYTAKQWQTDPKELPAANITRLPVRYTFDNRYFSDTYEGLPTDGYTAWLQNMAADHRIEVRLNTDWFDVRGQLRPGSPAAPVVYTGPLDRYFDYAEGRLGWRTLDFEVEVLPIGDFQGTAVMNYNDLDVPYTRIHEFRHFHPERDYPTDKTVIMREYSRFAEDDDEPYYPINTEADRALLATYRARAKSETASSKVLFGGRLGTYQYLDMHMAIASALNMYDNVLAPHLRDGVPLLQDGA
FadD28 FP inh – blocks FadD28 binding to the bisubstrate probe; fluorescence polarization; inhibition, % at 12.5 µM; actives 0.22% (n = 360,000); in the data active = inhibition above about 8.5%, passing the limit was not always enough; inconclusive = no clear call, values can overlap the other calls
CCHFV vOTU inh – CCHFV vOTU protease inhibition; Pep-AMC fluorescence; inhibition, % at 11.5 µM; actives 0.55% (n = 370,000); AID 651958; also: 0% = vehicle wells with enzyme and 100% = no enzyme wells
BoNT F protease – inhibitors of Botulinum neurotoxin F light chain protease; inhibition, % at 10 µM; actives 0.22% (n = 360,000); Multiplex microsphere protease cleavage assay, flow cytometry; in the data active = inhibition above about 35%, passing the limit was not always enough; inconclusive = no clear call, values can overlap the other calls; also: plate controls were buffer without enzyme for full effect and enzyme alone for no effect
VHR inh abs – blocks human VHR1 dual specificity phosphatase; recombinant VHR phosphatase, pNPP absorbance; inhibition, % at 13.3 µM; actives 0.52% (n = 290,000); AID 1654; in the data active = inhibition above about 50%; also: some compounds called inactive have numbers as strong as hits
Target sequence (P51452 whole entry, looked up): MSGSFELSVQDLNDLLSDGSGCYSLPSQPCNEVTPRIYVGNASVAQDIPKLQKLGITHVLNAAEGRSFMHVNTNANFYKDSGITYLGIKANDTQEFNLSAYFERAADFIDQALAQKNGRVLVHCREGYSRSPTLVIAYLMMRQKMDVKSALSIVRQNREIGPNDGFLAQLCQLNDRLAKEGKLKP
FBA Mtb inh – inhibitors of M. tuberculosis fructose-bisphosphate aldolase; P9WQA3; purified M. tuberculosis FBA, fluorescence read-out; inhibition, % at 1 µM; actives 2.3% (n = 360,000); AID 588726; in the data active = inhibition above about 27%;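 also: 0% = vehicle and 100% = reference inhibitor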
Target sequence (P9WQA3 whole entry, looked up): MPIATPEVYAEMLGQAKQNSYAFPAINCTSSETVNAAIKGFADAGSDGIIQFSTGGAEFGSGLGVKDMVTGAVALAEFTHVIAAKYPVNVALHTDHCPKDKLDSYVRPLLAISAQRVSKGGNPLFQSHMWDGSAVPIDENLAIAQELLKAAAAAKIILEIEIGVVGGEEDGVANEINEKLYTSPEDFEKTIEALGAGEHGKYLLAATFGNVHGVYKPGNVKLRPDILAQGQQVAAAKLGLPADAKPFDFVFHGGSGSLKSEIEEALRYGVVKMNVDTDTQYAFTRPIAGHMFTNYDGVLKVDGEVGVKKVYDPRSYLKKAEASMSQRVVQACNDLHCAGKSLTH
GDH-TPI inh – counter-screen for M. tuberculosis FBA inhibitors: GDH-TPI coupled enzymes; GDH-TPI coupled enzyme counterscreen, NADH absorbance; inhibition, % at 4.8 µM; actives 1.2% (n = 360,000); AID 588335;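 also: 0% = DMSO wells and 100% = wells lacking the enzyme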
Rv3671c protease – inhibitors of M. tuberculosis serine protease Rv3671c. P9WHR9. inhibition, % at 5.96 µM. actives 0.048% (n = 320,000). AID 2606; in the data active = inhibition above about 38%;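 also: extracellular domain of Rv3671c used as enzyme; 0% = enzyme with DMSO and 100% = no enzyme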
MazF activator – MazEF (E. coli) toxin RNase activation | actives 0.32% (n = 350,000) | P0AE70 | FAM/BHQ RNA-DNA oligo cleavage fluorescence, 5 h | activation, % at 20 µM | AID 504720; in the data active = activation above about 50%
Target sequence (P0AE70 whole entry, looked up): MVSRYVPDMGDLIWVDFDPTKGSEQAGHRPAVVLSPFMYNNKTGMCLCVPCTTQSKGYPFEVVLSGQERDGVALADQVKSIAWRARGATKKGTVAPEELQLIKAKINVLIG
BioA inh – BioA (M. tuberculosis) enzyme inhibition; purified M. tuberculosis BioA enzyme, plate reader; inhibition, % at 9.99 µM; actives 0.096% (n = 360,000); AID 602481; in the data active = inhibition above about 40%; inconclusive = no clear call, values can overlap the other calls
Starred values were filed as active, the others as inactive. Rule as the data show it, unless noted: active = inhibition above about 30%; inactive = the rest.

Screening CCOc1cc(/C=N/NC(=O)CN(CCc2ccccc2)S(=O)(=O)c2ccc(NC(C)=O)cc2)ccc1O returned UGM FP inh 2.3, FadD28 FP inh -1.2, CCHFV vOTU inh 3, BoNT F protease -14, VHR inh abs -7, FBA Mtb inh 4, GDH-TPI inh 19, Rv3671c protease -6 and MazF activator -1.
Screening COC(=O)C(CCSC)NC(=O)C(NC(=O)C1CCC(C)CC1)C(C)C (stereo not given) returned UGM FP inh 1.1, FadD28 FP inh -0.7, CCHFV vOTU inh 9, BoNT F protease inconclusive, VHR inh abs 21, FBA Mtb inh 1, GDH-TPI inh -7, Rv3671c protease -1, MazF activator 6 and BioA inh -0.9.
`C/C(=N\NC(=O)c1ccc(F)cc1)c1cccc(NC(=O)c2cccc(F)c2)c1` gave UGM FP inh -1.1, FadD28 FP inh -0.5, CCHFV vOTU inh 1, BoNT F protease -4, VHR inh abs 10, FBA Mtb inh -1, GDH-TPI inh 18, Rv3671c protease 5, MazF activator 7 and BioA inh 0.6.
Screening Cc1cc(NC(=O)COC(=O)COc2ccc3c(c2)CCC3)no1 returned UGM FP inh 0.7, FadD28 FP inh 0.1, CCHFV vOTU inh 0, BoNT F protease -8, VHR inh abs 1, FBA Mtb inh -2, GDH-TPI inh 3, Rv3671c protease 6 and MazF activator 4.
For O=C(c1cc2cc([N+](=O)[O-])ccc2oc1=O)n1cccn1 the results were UGM FP inh 1.8, FadD28 FP inh -2.0, CCHFV vOTU inh -1, BoNT F protease 2, VHR inh abs 25, FBA Mtb inh -5, GDH-TPI inh -1, Rv3671c protease -1, MazF activator 4 and BioA inh -0.5.
Screening CCOC(=O)C1CCCN(S(=O)(=O)c2ccc(F)c(C(=O)Nc3ccc(F)c(F)c3)c2)C1 (stereo not given) returned UGM FP inh 5.1, FadD28 FP inh -2.9, CCHFV vOTU inh 7, BoNT F protease 2, VHR inh abs -2, FBA Mtb inh -1, GDH-TPI inh 9, Rv3671c protease -7, MazF activator 4 and BioA inh 5.3.
Nc1nc(-c2ccccc2)nc(-c2ccccc2O)n1 was read as UGM FP inh 0.5, FadD28 FP inh -1.3, CCHFV vOTU inh -5, BoNT F protease 1, FBA Mtb inh -4, GDH-TPI inh -5, Rv3671c protease -33, MazF activator 20 and BioA inh -2.2.
COc1ccc(C(=O)N2CCC(N3CCN(c4ccccc4)CC3)CC2)cc1 was read as UGM FP inh 3.0, FadD28 FP inh -1.8, CCHFV vOTU inh 6, BoNT F protease -9, VHR inh abs -7, FBA Mtb inh -3, GDH-TPI inh 6, Rv3671c protease 4 and MazF activator 1.
Screening COc1ccc(Cl)cc1NC(=O)CN1CCN(S(=O)(=O)N2CCCCC2)CC1 returned UGM FP inh -2.0, FadD28 FP inh -1.9, CCHFV vOTU inh 1, BoNT F protease -6, VHR inh abs -11, FBA Mtb inh 1, GDH-TPI inh -6, Rv3671c protease 1, MazF activator 1 and BioA inh -0.2.
`O=C(NC1CCCCCCC1)c1ccc(Br)o1` gave UGM FP inh -3.1, FadD28 FP inh -4.3, CCHFV vOTU inh -15, BoNT F protease inconclusive, VHR inh abs -12, FBA Mtb inh -1, GDH-TPI inh -6, Rv3671c protease -2, MazF activator -14 and BioA inh 1.5.
For Cc1nc(-c2ccccc2)sc1C1(C)CC(c2ccc([N+](=O)[O-])cc2)=NO1 (stereo not given) the results were UGM FP inh -1.5, FadD28 FP inh -1.5, CCHFV vOTU inh 0, BoNT F protease -3, VHR inh abs 4, FBA Mtb inh 2, GDH-TPI inh 0, Rv3671c protease -11, MazF activator -18 and BioA inh 0.1.
`CCC(=O)N1CCc2cc(S(=O)(=O)NC(Cc3ccccc3)C(=O)NC3CCCCC3)ccc21` (stereo not given) gave FadD28 FP inh -5.1, CCHFV vOTU inh 10, BoNT F protease -3, VHR inh abs -6, FBA Mtb inh 3, GDH-TPI inh -11 and MazF activator 1.
COc1ccc(C2C3=C(CC(C)(C)CC3=O)N(CC(=O)O)C3=C2C(=O)CC(C)(C)C3)cc1OC was read as UGM FP inh 1.3, FadD28 FP inh 0.3, CCHFV vOTU inh -4, BoNT F protease -5, VHR inh abs 9, FBA Mtb inh -2, GDH-TPI inh 14, Rv3671c protease -11, MazF activator 4 and BioA inh 0.1.
Screening Nc1ncnc2c1ncn2[C@@H]1O[C@H](C(=O)NCc2ccc3c(c2)OCO3)[C@@H](O)[C@H]1O returned FadD28 FP inh -1.7, CCHFV vOTU inh -4, BoNT F protease -4, FBA Mtb inh 1 and BioA inh 0.4.
Screening CCOC(=O)C1(C)CCCCN1C(=O)c1ccccc1OC (stereo not given) returned FadD28 FP inh -3.1, CCHFV vOTU inh 10, BoNT F protease 3, FBA Mtb inh 1, GDH-TPI inh 3 and BioA inh -0.5.
`O=C(NCc1cccnc1)c1ccc(-c2ccccc2[N+](=O)[O-])o1` gave UGM FP inh 4.5, FadD28 FP inh 0.0, CCHFV vOTU inh -5, BoNT F protease 0, VHR inh abs 10, FBA Mtb inh 0, GDH-TPI inh 0, Rv3671c protease 1 and MazF activator -9.
For O=C1OCCN1CCNCc1cn(-c2ccc(F)cc2)nc1-c1ccccc1Cl the results were UGM FP inh -1.4, FadD28 FP inh -5.8, CCHFV vOTU inh -1, BoNT F protease -6, VHR inh abs 8, FBA Mtb inh -3, GDH-TPI inh 1, Rv3671c protease 6 and MazF activator 3.
Screening C=CCOc1cccc(CNn2cn[nH]c2=S)c1 returned UGM FP inh 1.2, FadD28 FP inh 0.0, CCHFV vOTU inh -14, BoNT F protease -1, VHR inh abs 23, FBA Mtb inh 3, GDH-TPI inh 8, Rv3671c protease -2, MazF activator 5 and BioA inh -1.1.
`Cc1[nH]c(=O)[nH]c(=O)c1NS(=O)(=O)c1ccccc1` gave UGM FP inh -1.2, FadD28 FP inh -1.5, CCHFV vOTU inh -7, BoNT F protease -4, VHR inh abs 8, FBA Mtb inh -1, GDH-TPI inh -4, Rv3671c protease -1 and MazF activator -1.
Screening Cc1cccc(NC(=O)CCn2c(=O)oc3ccccc32)c1 returned UGM FP inh -1.9, FadD28 FP inh 1.3, CCHFV vOTU inh -4, BoNT F protease 10, VHR inh abs 12, FBA Mtb inh 3, GDH-TPI inh 3, Rv3671c protease 2, MazF activator 9 and BioA inh -0.3.
`CN1CCN(c2ccccc2NC(=O)c2ccc(-c3cccc([N+](=O)[O-])c3)o2)CC1` gave UGM FP inh -4.7, FadD28 FP inh -1.8, CCHFV vOTU inh -12, BoNT F protease 3, VHR inh abs -5, FBA Mtb inh 2, GDH-TPI inh 16, Rv3671c protease 7 and MazF activator 0.
`CCN(CC)S(=O)(=O)c1ccc(/C=C/C(=O)OCC(=O)N(C(C)C)C(C)C)cc1` gave UGM FP inh -2.5, FadD28 FP inh -1.6, CCHFV vOTU inh -12, BoNT F protease -9, VHR inh abs -6, FBA Mtb inh 1, GDH-TPI inh -3, Rv3671c protease 4, MazF activator 4 and BioA inh 0.0.
For O=C(CN1CCN(C2CCCCC2)CC1)c1ccc2cc[nH]c2c1 the results were UGM FP inh -1.0, FadD28 FP inh -2.4, CCHFV vOTU inh -17, BoNT F protease 0, VHR inh abs 17, FBA Mtb inh 19, GDH-TPI inh 7, Rv3671c protease 6, MazF activator 10 and BioA inh -0.3.
Screening CSc1nnc(Cn2c(=O)sc3ccccc32)n1-c1ccccc1C returned UGM FP inh 1.3, FadD28 FP inh 1.3, CCHFV vOTU inh 7, BoNT F protease -1, FBA Mtb inh 1, GDH-TPI inh 10, Rv3671c protease -1, MazF activator 8 and BioA inh -1.7.
Screening Oc1cccc(CN2CCCCC2)c1 returned UGM FP inh 3.9, FadD28 FP inh -0.4, BoNT F protease -1, VHR inh abs -14, FBA Mtb inh 5, GDH-TPI inh 3, Rv3671c protease -3 and MazF activator 4.
Screening O=C1C2CCCCN2C(=O)N1CCCN1CCN(c2ccc(F)cc2)CC1 (stereo not given) returned UGM FP inh -0.9, FadD28 FP inh 2.2, BoNT F protease inconclusive, VHR inh abs -8, FBA Mtb inh 4, GDH-TPI inh -11, Rv3671c protease -2, MazF activator -15 and BioA inh 0.2.
CC(C)NC(=O)N(C)C[C@H]1Oc2c(NC(=O)Cc3ccccc3)cccc2C(=O)N([C@H](C)CO)C[C@@H]1C was read as UGM FP inh 0.7, FadD28 FP inh 0.5, CCHFV vOTU inh -3, BoNT F protease -1, FBA Mtb inh 4, GDH-TPI inh 16, Rv3671c protease -2, MazF activator 2 and BioA inh -0.4.
`Cc1ccc(/C=C(\NC(=O)c2ccccc2)C(=O)N2CCCC2C(=O)O)cc1` (stereo not given) gave UGM FP inh -2.7, FadD28 FP inh -0.3, CCHFV vOTU inh -2, BoNT F protease 6, VHR inh abs 12, FBA Mtb inh 7, GDH-TPI inh -2, Rv3671c protease -2 and MazF activator 6.
Screening CC(C)NC(=O)NC(=O)COC(=O)c1ccc(F)cc1F returned FadD28 FP inh 0.0, CCHFV vOTU inh -12, BoNT F protease -8, VHR inh abs 0, FBA Mtb inh 5, GDH-TPI inh 6, Rv3671c protease 4 and MazF activator -11.
For CCC(=O)NCCc1nc2cc(NC(=O)c3cccc([N+](=O)[O-])c3)ccc2n1C the results were UGM FP inh -1.8, CCHFV vOTU inh -3, BoNT F protease -6, VHR inh abs -20, FBA Mtb inh 0, GDH-TPI inh -1, MazF activator 4 and BioA inh 2.2.
O=C(NCC1CCCO1)c1cccnc1Nc1ccccc1F (stereo not given) was read as UGM FP inh -1.1, FadD28 FP inh -2.5, CCHFV vOTU inh -6, BoNT F protease -7, VHR inh abs 15, FBA Mtb inh 1, GDH-TPI inh 16, Rv3671c protease 2, MazF activator 0 and BioA inh -0.1.
CCN(CC)S(=O)(=O)c1cccc(-c2n[nH]c(=S)n2/N=C/c2ccc(OC)cc2)c1 was read as UGM FP inh 0.5, FadD28 FP inh -4.7, CCHFV vOTU inh 12, BoNT F protease 2, VHR inh abs -7, FBA Mtb inh -2, GDH-TPI inh 7, Rv3671c protease -2 and MazF activator 2.
For Cn1c(=O)c2c(O)c([N+](=O)[O-])c(=O)n(C)c2n(C)c1=O the results were UGM FP inh -1.7, FadD28 FP inh -3.9, CCHFV vOTU inh -2, BoNT F protease inconclusive, VHR inh abs 14, FBA Mtb inh -1, GDH-TPI inh 6, Rv3671c protease -1, MazF activator -7 and BioA inh -1.8.

Sorted by length of the SMILES (highest first): 5 of the compounds above.
For CCC(=O)NCCc1nc2cc(NC(=O)c3cccc([N+](=O)[O-])c3)ccc2n1C the results were UGM FP inh -1.8, CCHFV vOTU inh -3, BoNT F protease -6, VHR inh abs -20, FBA Mtb inh 0, GDH-TPI inh -1, MazF activator 4 and BioA inh 2.2.
`Cc1ccc(/C=C(\NC(=O)c2ccccc2)C(=O)N2CCCC2C(=O)O)cc1` (stereo not given) gave UGM FP inh -2.7, FadD28 FP inh -0.3, CCHFV vOTU inh -2, BoNT F protease 6, VHR inh abs 12, FBA Mtb inh 7, GDH-TPI inh -2, Rv3671c protease -2 and MazF activator 6.
Screening O=C1C2CCCCN2C(=O)N1CCCN1CCN(c2ccc(F)cc2)CC1 (stereo not given) returned UGM FP inh -0.9, FadD28 FP inh 2.2, BoNT F protease inconclusive, VHR inh abs -8, FBA Mtb inh 4, GDH-TPI inh -11, Rv3671c protease -2, MazF activator -15 and BioA inh 0.2.
Screening CC(C)NC(=O)NC(=O)COC(=O)c1ccc(F)cc1F returned FadD28 FP inh 0.0, CCHFV vOTU inh -12, BoNT F protease -8, VHR inh abs 0, FBA Mtb inh 5, GDH-TPI inh 6, Rv3671c protease 4 and MazF activator -11.
O=C(NCC1CCCO1)c1cccnc1Nc1ccccc1F (stereo not given) was read as UGM FP inh -1.1, FadD28 FP inh -2.5, CCHFV vOTU inh -6, BoNT F protease -7, VHR inh abs 15, FBA Mtb inh 1, GDH-TPI inh 16, Rv3671c protease 2, MazF activator 0 and BioA inh -0.1.
